Screening data: PubChem, National Center for Advancing Translational Sciences (NCATS)
RGS12 GoLoco inh: qHTS Assay for Inhibitors of RGS12 GoLoco Motif Activity (Red Fluorophore) | Potency, µM (doses to about 61.6 µM), without a hit: top-dose activity, negative = inhibition, hits mostly inhibitors | AID 880, 2007 | Gai1:RGS12 GoLoco peptide FP, rhodamine, 10 min | Guanine nucleotide-binding protein G(i) subunit alpha-1 (Homo sapiens), P63096 | 230,000 compounds, 0.44% hits; active means well fitted inhibition curve with a large enough effect, not every such curve was filed as active; inactive means no such curve, though single readings can be large or run the other way; further: nearly all actives have a fitted effect of over 30% in size; many of its hits are not listed in these tables
Tau fibril ThT: qHTS for Inhibitors of Tau Fibril Formation, Thioflavin T Binding; Microtubule-associated protein tau (Homo sapiens), P10636; recombinant tau K18 P301L, heparin-induced fibrillization, ThT fluorescence; Potency, µM (highest dose often 57.4 µM), for inactives: at the highest dose activity, negative = inhibition, most hits filed as inhibitors; 270,000 compounds, 2.1% hits; AID 1460, 2008; further: nearly all actives have a fitted effect of over 55% in size
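ThT emission at 510 nm, taken 1 hr after adding 30 uM dye, quantifies aggregates formed when 20 uM heparin acts on human tau K18 P301L for 6 hr at 37 C.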
Tau FP inhib: qHTS for Inhibitors of Tau Fibril Formation, Fluorescence Polarization | Microtubule-associated protein tau (Homo sapiens), P10636 | K18 P301L tau heparin fibrillization, Alexa594 FP, 6 h | Potency, µM (doses to about 57.7 µM), inactives show top-dose activity, negative = inhibition, usual class: inhibitors | 280,000 compounds, 0.39% hits | AID 1468, 2008; further: nearly all actives have a fitted effect of over 55% in size
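Human K18 P301L fragment (15 uM unlabeled plus 0.24 uM Alexa 594-labeled) in 100 mM sodium acetate pH 7 with compound, aggregation induced by 20 uM heparin for 6 hr at 37 C. ThT (30 uM) added for 1 hr, then Alexa 594 FP read.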
RECQ1 helicase: qHTS Assay for Inhibitors of RecQ-Like Dna Helicase 1 (RECQ1); Potency, µM (doses to about 57.3 µM), inactives show at the top dose activity, negative = inhibition, usual class: inhibitors; RECQ1 DNA unwinding, red fluorescence kinetic read; AID 2549, 2010; 240,000 compounds, 0.54% hits;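 further: plate controls were vehicle for no effect and no enzyme for full effect; nearly all actives have a fitted effect of over 30% in size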
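50 nM RECQ1T1 preincubated 15 min with compound in Tris pH 8.0 buffer with MgCl2, DTT, Tween-20 and 2.5 ug/ml poly(dI-dC); started with 200 nM TAMRA/BHQ-2 forked duplex and 2 mM ATP. Unwinding read as fluorescence (525/598 nm), two reads 2 h apart.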
TR SRC2 fluor cs: Total Fluorescence Counterscreen for Inhibitors of the Interaction of Thyroid Hormone Receptor and Steroid Receptor Coregulator 2. TRb/SRC2 Texas Red total fluorescence interference. Potency, µM (doses to about 106 µM), inactives show top-dose fluorescence change, negative = quenching. 280,000 compounds, 0.29% hits. AID 1479, 2009; active means well fitted curve in either direction with a large enough effect; inconclusive means small, poorly fitted or top-dose-only effect
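Human TRβ ligand-binding domain (0.6 uM) and Texas Red SRC2 peptide (20 nM) in Tris buffer with 1 uM T3 and 5% DMSO were incubated with pinned compound for 5 hr at ambient temperature. Total fluorescence was computed as S + 2P (555/632 nm).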
L3MBTL1 block: qHTS Assay for the Inhibitors of L3MBTL1. AID 485360, 2010. Lethal(3)malignant brain tumor-like protein 1 (Homo sapiens), Q9Y468. Potency, µM (doses to about 57.1 µM), without a hit: top-dose activity, negative = inhibition, hits mostly inhibitors. 230,000 compounds, 0.66% hits. AlphaScreen L3MBTL1–H3K9me1 peptide binding; further: nearly all actives have a fitted effect of over 60% in size
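Read-out is AlphaScreen signal from streptavidin donor and nickel chelate acceptor beads (10 ug/mL final each) bridging L3MBTL1 (50 nM) and biotinylated K9-monomethylated H3(1-15) peptide (75 nM), after 30 min compound exposure at room temperature.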
TRb-SRC2 inh: qHTS for Inhibitors of the Interaction of Thyroid Hormone Receptor and Steroid Receptor Coregulator 2 | Thyroid hormone receptor beta (Homo sapiens), P10828 | TRbeta-SRC2 peptide binding, fluorescence polarization; receptor liganded with 1 µM T3 | Potency, µM (titrated, usually from 106 µM), for the others: at the top dose activity change, negative = inhibition, actives largely listed as inhibitors | 280,000 compounds, 0.065% hits | AID 1469, 2008;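 further: plate controls were bound peptide for no effect and peptide without receptor for full effect; nearly all actives have a fitted effect of over 50% in size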
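Each compound concentration gave % activity, normalized to unbound and bound Texas Red SRC2 controls, from polarization read after 5 hr ambient incubation with T3-loaded human TRb LBD.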
JMJD2E inh: qHTS Assay for Inhibitors of Human Jumonji Domain Containing 2E (JMJD2E) | 230,000 compounds, 1.6% hits | Potency, µM (titrated, usually from 57.1 µM), for inactives: top-dose activity change, negative = inhibition, actives largely listed as inhibitors | JMJD2E catalytic domain, FDH-coupled NADH fluorescence (FDH is formaldehyde dehydrogenase) | Lysine-specific demethylase 4E (Homo sapiens), B2RXH2; active means well fitted inhibition curve with a large enough effect, not every such curve was filed as active; inconclusive means small, poorly fitted or top-dose-only effect, or another doubt; inactive means no such curve, though single readings can be large or run the other way;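 further: 0% = wells with enzyme and -100% = buffer wells without enzyme; nearly all actives have a fitted effect of over 50% in size; many of its hits are not listed in these tables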
Active calls of the source: *; i = inactive; ? = inconclusive; nt = no result given; & = joins results of further samples; [ ] = another dose, or the depositor's remark. Unless noted, the call rests on the fitted dose curve; in most records, active means well fitted curve in the direction sought with a large enough effect; inconclusive means small, poorly fitted or top-dose-only effect, or another doubt; inactive means no such curve, though single readings can be large; an effect the other way counts as inactive or inconclusive. Unless noted, on the % scale 0 is the no-effect control and ±100 the full control effect; potency means the concentration at half of the fitted maximal effect. Not all compounds are listed. The share of hits here may be higher or lower than overall.

nr	smiles	RGS12 GoLoco inh	Tau fibril ThT	Tau FP inhib	RECQ1 helicase	TR SRC2 fluor cs	L3MBTL1 block	TRb-SRC2 inh	JMJD2E inh
1	Cc1ccc(C)c(NC(=O)C2CCCN2S(=O)(=O)c2ccc3c(c2)n(C)c(=O)c(=O)n3C)c1 (stereo unspecified)	10.4%	5.0%&-6.3%	-0.6%&6.1%	-4.5%	-1.1%&-0.3%	5.3%	-6.7%&-0.5%	?
2	Cc1ccc(N2C(=O)SC(N(CC(=O)O)c3ccc(C)cc3)C2=O)cc1 (stereo unspecified)	-5.9%	1.9%	8.9%	17.0%	-0.3%	-28.3%	-2.8%	-1.1%
3	Cc1snc(SCC(=O)N/N=C(\N)COc2cccc(C(F)(F)F)c2)c1C#N	13.7%	-14.1%	-6.3%	i	-0.6%	3.4%	4.4%	2.9%
4	Cn1c(Cc2ccc3c(c2)OCO3)nnc1SCC(=O)NC1CCCC1	-4.2%	-9.7%	0.5%	-0.1%	0.0%	nt	-1.3%	2.3%
5	O=[N+]([O-])c1cc(/C=N/N2CCN(c3ccccc3)CC2)ccc1Cl	3.7%	?	1.6%	-6.3%	-0.3%	-8.8%	1.3%	-1.7%
6	CCOC(=O)N/N=C(\CCC(=O)O)c1cccs1	-7.2%	-0.5%	3.1%	-2.3%	-1.0%	13.3%	2.0%	7.2%
7	Cc1ccc(-n2nc(C)c3c(C)cc(=O)n(CC(=O)NCc4ccc(OC(C)C)cc4)c32)cc1	nt	-2.4%	-1.2%	nt	?	nt	?	nt
8	CCC(CO)n1c(=S)[nH]c2cc(OC)c(OC)cc2c1=O (stereo unspecified)	8.4%	-5.2%	6.7%	-9.0%	-0.3%	nt	-1.9%	-4.2%
9	CCCN(CCC)S(=O)(=O)c1ccc(C(=O)Nc2nnc(-c3cccc(OC)c3)o2)cc1	6.6%	-15.8%	-1.2%	3.0%	-2.2%	5.6%	-6.4%	-8.0%
10	CCOc1ccccc1NC(=S)N1CCC(NC(=O)C(C)(C)C)CC1	6.2%	7.0%	-5.1%	19.4%	0.0%	-3.9%	2.5%	3.1%
11	Cc1ccc(OC(=O)Cn2c(C(F)(F)F)nc3ccccc32)cc1	11.0%	0.4%	-7.0%	-15.4%	-1.7%	6.3%	-0.9%	0.6%
12	COc1ccc(/C=N/NC(=O)c2cccc(Br)c2)cc1CN1CCOCC1	-2.1%	-16.9%	-3.4%	-14.5%	-2.7%	?	7.0%	-9.4%
13	Cc1cccc(-n2ncc3c(Nc4ccc(Oc5ccc(Cl)cc5)cc4)ncnc32)c1	nt	8.2%	12.6µM*	nt	-8.2%	nt	0.3%	nt
14	CCOC(=O)C1CCN(c2c([N+](=O)[O-])c(C(Cl)Cl)nn2-c2ccccc2)CC1	-3.8%	?	6.4%	-0.1%	-1.9%	-24.2%	1.7%	8.1%
15	O=C1NNC(c2ccccc2)=N/C1=C\c1ccccc1Cl	1.7%	?	?	-13.8%	-5.3%	-5.4%	-22.2%	-3.3%
16	COCCCn1cc(C(=O)c2cc(OC)ccc2OCC(=O)Nc2cc(C)on2)cc(C#N)c1=O	5.2%	-12.4%	-1.6%	-6.7%	0.3%	nt	-6.5%	-15.4%
17	CN(C(=O)CSc1nnc(-c2ccncc2)n1Cc1ccccc1)C1CCS(=O)(=O)C1 (stereo unspecified)	10.2%	-4.3%	4.8%	-4.3%	-2.3%	2.0%	-5.6%	-9.2%
18	COCC(=O)Nc1nc(-c2ccc([N+](=O)[O-])cc2)cs1	9.6%	?	-6.6%	i	-0.2%	5.6%	0.3%	7.4%
19	Nc1c(C(=O)NCc2ccco2)c2nc3ccccc3nc2n1CCc1ccc(F)cc1	151.9%[activator]	?	?	1.2%	-3.2%	nt	-19.5%	-5.2%
20	Cc1ccc(-n2nc3c(N4CCC(C(=O)NC(C)c5ccccc5)CC4)nnc(C)c3c2C)cc1 (stereo unspecified)	nt	?	-4.8%	nt	0.7%	nt	-3.9%	nt
21	COc1cc(S(=O)(=O)N2CCN(C(=O)c3ccccc3)CC2)c(OC)cc1Br	4.4%	-0.7%	6.0%[2.34 µM]	i	-1.2%	-16.5%	-5.7%	2.7%
22	CCc1ccc(S(=O)(=O)Nc2ccc(-c3ccc(N4CCCCCC4)nn3)cc2)cc1	nt	-3.2%	-6.4%	nt	-0.8%	nt	1.5%	nt
23	Cc1ccc(C(=O)Nc2nnc(S(=O)(=O)N3CCOCC3)s2)cc1	nt	?	-8.0%	nt	-14.0%	7.4%	-9.2%	nt
24	FC(F)(F)c1cccc(-c2cc3ccccc3nc2N2CCCC2)c1	4.9%	-11.4%	-4.1%	9.9%	3.7%	8.5%	-5.1%	?
25	Cc1nc2nc(C)c(CCC(=O)NCc3ccc4c(c3)OCO4)c(C)n2n1	3.1%	7.9%	-4.3%	i	-3.0%	8.7%	3.8%	-1.6%
26	CC1CCN(C(=O)CSc2nc(-c3ccc(C(C)C)cc3)no2)CC1	nt	?	-2.3%	nt	-0.6%	nt	-5.6%	nt
27	COc1ccc([N+](=O)[O-])cc1NS(=O)(=O)c1ccccc1	-37.4%	1.4%	4.4%	4.2%	-1.8%	?	8.2%	6.1%
28	COc1cc2c(cc1OC)CN(Cc1cc(=O)oc3cc(C)c(C)cc13)CC2	10.0%	?	-7.7%	-1.1%	-3.0%	-8.6%	-1.1%	?
29	O=C(COc1ncnc2ccccc12)N1CCOCC1	0.7%	6.7%	-1.8%	-15.3%	-0.6%	3.1%	-16.4%	-0.2%
30	CCC(Oc1ccccc1)C(=O)NCc1ccc(S(N)(=O)=O)cc1 (stereo unspecified)	9.8%	0.0%	-8.8%	i	-1.9%	-3.7%	1.7%	2.8%
31	COc1cccc(NS(=O)(=O)c2ccc3c(c2)N(C)C(=O)CC(=O)N3C)c1	nt	6.2%	1.3%	nt	0.5%	nt	-0.6%	nt
32	O=C1c2ccccc2C(=O)N1c1ncc(Cc2ccc(Cl)cc2)s1	5.7%	-16.6%	5.2%	-16.5%	-0.4%	-10.8%	-0.8%	-7.8%
33	COc1ccc(C2CC(=O)c3cnc(Nc4cc(C)cc(C)c4)nc3C2)cc1 (stereo unspecified)	16.1%	?	3.2%	i	1.8%	6.5%	5.9%	?
34	Cc1nn(CCC(=O)NCc2cccc(Br)c2)c(=O)c2nn(-c3ccccc3)c(C)c12	nt	12.1%	-9.0%	nt	-1.7%	nt	-4.0%	nt
35	Cc1ccc(S(=O)(=O)N2CC=C(C(=O)NC3CC3)CC2)cc1	3.3%	nt	5.3%	-12.6%	-4.7%	nt	-4.9%	0.6%
36	Cc1ccc(NC(=O)C2CCCN(S(=O)(=O)c3c(C)noc3C)C2)c(C)c1 (stereo unspecified)	nt	-11.0%	-19.1%	1.3%	-0.6%	2.0%	5.3%	-1.7%
37	Cc1ccc2cc(CCNC(=O)C3CCCC3)c(=O)[nH]c2c1	3.4%	-6.1%	-4.3%	-1.7%	-2.5%	2.5%	4.3%	1.8%
38	Cc1ccc2[nH]cc(C(=O)NCc3cccs3)c(=O)c2c1	7.9%	2.6%	0.2%	4.6%	1.4%	6.9%	9.6%	-2.5%
39	O=C(Nc1ccc(N2CCOCC2)nc1)c1cccs1	-7.4%	-11.1%	0.0%	-1.3%	-7.4%	17.1%	3.2%	-7.3%
40	O=C1CCC(C(=O)NC2(C(=O)NC3CCCCC3)CCCCC2)N1 (stereo unspecified)	5.9%	-14.1%	6.3%	i	-3.3%	4.3%	0.2%	4.3%
41	CCN(CC)CCN(C)C(=O)CCc1nnc(-c2ccc(C)s2)o1	8.2%	-1.8%	0.8%	i	0.3%[53 µM]	?	9.4%[53 µM]	0.0%
42	CCN(CC)S(=O)(=O)N1CCC(C(=O)NCc2ccc(C)cc2)CC1	-15.3%	6.3%	-1.6%	-21.1%	-0.2%	-2.1%	2.1%	4.9%
43	CN1CCN2c3ccccc3Cc3ccccc3C2C1 (stereo unspecified)	-14.5%&10.3%&-17.4%&9.1%	-5.7%&-11.5%&0.6%&-9.6%	4.6%&-1.6%&0.0%&-1.1%	-4.4%&-0.3%&15.6%&-1.9%	0.5%&-4.9%&-3.3%&-2.0%	11.8%	-6.4%&1.1%&12.8%&-9.7%	5.3%&-1.6%&2.6%
44	Cc1ccc(S(=O)(=O)OC[C@@H]2CN3[C@H](c4ccc(Br)cc4)[C@H](C)CC[C@H]3C(=O)O2)cc1	nt	-26.1%[11.5 µM]	?	-6.0%[11.5 µM]	-1.2%[11.2 µM]	nt	-2.0%[11.2 µM]	nt
45	Cc1cccc(N2CCN(CCCNC(=O)c3sc4ncccc4c3-n3cccc3)CC2C)c1 (stereo unspecified)	nt	-3.6%	-2.4%	nt	-4.1%	nt	6.5%	nt
46	O=C(CN1C(=O)COc2ccccc21)N(Cc1ccccc1)Cc1ccccn1	-5.6%	-2.5%	?	-4.7%	2.8%	-8.2%	-0.9%	-7.2%
